# NCOA3 inh: human NCOA3 inhibition. Q9Y6Q9. HEK293 GAL4-SRC3 luciferase reporter, luminescence. inhibition, % at 3.6 µM. 0.17% of 360,000 active;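 active = inhibition above a per-campaign cutoff, the mean of all compounds plus 3 SD, cut at about 60% in these data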;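 note: 0% = DMSO-treated cells and 100% = gossypol-treated cells at 36 µM; higher means less SRC3-driven luciferase light from the GAL4 reporter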
# NR5A2 inv ag: inverse agonists of human LRH-1 (NR5A2); O00482; HEK293T StAR-luciferase reporter, LRH-1 transfected, 24 h; inhibition, % at 3.6 µM; 0.13% of 360,000 active;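 active = inhibition above the mean inhibition of all tested compounds plus 3 SD, cut at about 73% in these data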;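 note: 0% = DMSO wells and 100% = reporter-only cells lacking LRH-1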
# SRC1 inh: inhibits human SRC1 coactivator; Q15788; HEK293 GAL4-SRC1 luciferase reporter, luminescence; inhibition, % at 3.6 µM; 0.12% of 360,000 active; AID 588354;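 active = inhibition above the campaign mean plus 3 SD, with each screening campaign given its own cutoff, cut at about 60% in these data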;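 note: 0% = DMSO treated cells and 100% = gossypol at 36 µM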
# TROY NFkB inh: inhibitors of TROY-dependent NF-kB signaling; AID 1347056; inhibition, % at 10 µM; Q293 LMP1-TROYcd NF-kB luciferase reporter, 4 h; 0.98% of 360,000 active;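 active = compounds whose plate-normalised and pattern-corrected inhibition of the luciferase reporter signal at the single screening dose is 50% or more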
# TLR9-MyD88 block: blocks human TLR9 binding to MyD88; CHO BLA complementation TLR9-MyD88, CCF4 FRET ratio; inhibition, % at 4.98 µM; Q9NR96+Q99836; 0.21% of 340,000 active;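 active = inhibition above the mean over all tested compounds plus 3 SD, cut at about 21% in these data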;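 note: 0% = DMSO only wells and 100% = clavulanate BLA inhibitor control wells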
# COUP-TFII inh: blocks human COUP-TFII nuclear receptor; P24468; HEK293T NGFI-A luciferase reporter, luminescence; inhibition, % at 8.6 µM; 0.7% of 370,000 active; AID 686940;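 active = inhibition above a per-plate cutoff, mean inhibition of test wells between control levels plus 3 SD, cut at about 38% in these data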;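 note: cells cotransfected with COUP-TFII expression vector driving the NGFI-A reporter; 0% = median of COUP-TF2 test wells and 100% = reporter-only cells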
# TWEAK-Fn14 inh: blocks TWEAK-Fn14 interaction in a reporter cell assay. 2% of 360,000 active. AID 1159606. TWEAK-stimulated Fn14 reporter cells, luciferase luminescence, 8 h. inhibition, % at 10 µM; in the data active = inhibition above about 50%
# TRAIL sens C8: sensitizes caspase-8 expressing cells to TRAIL; NB7+C8 cells + TRAIL, ATPlite viability luminescence; inhibition (viability loss, TRAIL sensitization), % at 10 µM; 1% of 360,000 active;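 active = compounds causing at least 50% loss of cell viability in the single-dose screen, relative to plate controls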
# NOD2 RIPK2 PPI: inhibitors of human NOD2-RIPK2 interaction; CHO BLA complementation NOD2-RIPK2, CCF4 ratio; 0.38% of 360,000 active; inhibition, % at 4.98 µM; in the data active = inhibition above about 21%;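 note: 0% = vehicle only and 100% = reference blocker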
# LMP1 NFkB inh: reduces LMP1-driven NF-kappaB luciferase signal | inhibition, % at 12.5 µM | AID 504558 | 0.69% of 350,000 active | LMP1-induced NF-kappaB luciferase reporter cells, luminescence; in the data active = inhibition above about 41%;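 note: 0% = neutral control wells and 100% = reference inhibitor control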
# SRC2 inh: inhibits human steroid receptor coactivator 2. Q15596. HEK293 GAL4-SRC2 luciferase reporter, luminescence. inhibition, % at 9 µM. 0.17% of 370,000 active. AID 651957;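 active = inhibition above the mean inhibition of all tested compounds plus 3 SD, set per campaign, cut at about 52% in these data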;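 note: 0% = DMSO treated cells and 100% = cells given Gossypol at 36 µM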
# * hit, by the source's call. These rows are one share of the data; rates above refer to the full screens.
# Short forms – A = NCOA3 inh; B = NR5A2 inv ag; C = SRC1 inh; D = TROY NFkB inh; E = TLR9-MyD88 block; F = COUP-TFII inh; G = TWEAK-Fn14 inh; H = TRAIL sens C8; I = NOD2 RIPK2 PPI; J = LMP1 NFkB inh; K = SRC2 inh
Cc1cccc(N2CCN(c3cccc(C)c3)C2c2cccnc2)c1
  A = -12.8 | B = -4.8 | C = -37.6 | D = -24.8 | E = 0.5 | F = -11.0 | G = 8.7 | H = 11.7 | I = -10.4 | J = 8.6 | K = -15.7
Cc1cccc(OCC(=O)OCC(=O)NCC2CCCO2)c1C (stereo unspecified)
  A = 12.8 | B = -11.4 | C = -2.2 | D = 6.8 | E = -9.4 | F = -3.7 | G = 2.3 | H = -8.2 | I = -11.1 | J = -3.5 | K = -2.7
COc1ccccc1CN(C)C(=O)COC(=O)c1c(C)noc1C
  A = 19.5 | B = 16.9 | C = -0.2 | D = -7.4 | E = 3.5 | F = 0.3 | G = -12.7 | H = 3.1 | I = -12.1 | J = -1.6 | K = 0.8
O=C(NC1CCCCC1)C(Cc1ccccc1)N1C(=O)C2C3CCC(C3)C2C1=O (stereo unspecified)
  A = 21.8 | B = 16.0 | C = 12.4 | D = -9.5 | E = 9.3 | F = 7.8 | G = -7.1 | H = -7.9 | I = 5.0 | J = -1.3 | K = -28.1
N#Cc1c2n(c(=S)n(-c3ccccc3[N+](=O)[O-])c1=O)CCCCC2
  A = 5.7 | B = -10.2 | C = 2.5 | D = 2.5 | E = 2.1 | F = 4.9 | G = 3.5 | H = -0.3 | I = 2.1 | J = -0.8 | K = -14.3
CC(C)(C)NC(=O)Nc1ccc(Cn2cc(C(F)(F)F)ccc2=O)cc1
  A = -18.8 | B = -1.3 | C = 10.5 | D = 4.3 | E = 4.6 | F = 5.2 | G = 2.6 | H = -5.8 | I = 7.7 | J = -5.3 | K = -10.1
C1CCC(C23CC4CC(CC(C4)C2)C3)NC1 (stereo unspecified)
  A = -22.6 | B = 13.3 | C = -2.6 | D = -16.2 | E = -5.0 | F = -12.2 | G = -7.0 | H = 1.4 | I = 0.5 | J = -5.6 | K = 7.9
O=C(/C=C/c1ccc(S(=O)(=O)N2CCOCC2)cc1)NC(=S)Nc1ccc(Cl)cc1Cl
  A = 5.6 | B = 0.0 | C = 10.2 | D = -12.2 | E = 7.0 | F = -8.9 | G = 7.2 | H = 3.8 | I = -0.9 | J = -25.3 | K = 10.1
O=C(NCc1ccco1)C1CCN(c2nnc(-n3cccc3)s2)CC1
  A = -22.3 | B = -12.0 | C = -13.7 | D = -7.2 | E = -9.3 | F = 20.8 | G = -13.3 | H = -11.2 | I = -8.2 | J = 1.7 | K = 4.1
CCC(C)(C)NC(=O)C1CCCN1C(=O)NC1CCCCC1 (stereo unspecified)
  A = 10.3 | B = 7.4 | C = 0.7 | D = -7.7 | E = 10.6 | F = -2.8 | G = -5.9 | H = -10.2 | I = -6.6 | J = -13.2 | K = -2.1
O=C(COC(=O)Cc1ccc(Br)cc1)Nc1ccc(Cl)cn1
  A = 22.6 | B = 11.7 | C = -33.9 | D = 0.0 | E = -16.3 | F = -4.4 | G = -2.1 | H = 16.7 | I = 3.5 | J = -1.3 | K = -34.3
CC1CCN(C(=O)/C(=C\c2ccccc2F)NC(=O)c2ccccc2)CC1
  A = -7.6 | B = 3.8 | C = -19.5 | D = -26.1 | E = 1.7 | F = -2.9 | G = -16.1 | H = -0.7 | I = -1.2 | J = -2.7 | K = 5.9
O=C(c1ccco1)N1CCN(C(=O)c2ccc(COc3ccc(F)cc3)o2)CC1
  A = 2.1 | B = 12.2 | C = 0.0 | D = -2.5 | E = -2.8 | F = -0.6 | G = 0.4 | H = 7.2 | I = -16.3 | J = -15.1 | K = -50.8
CC1(C)OC(=O)N(c2cccnc2)C1(C)O (stereo unspecified)
  A = 7.3 | B = -14.4 | C = 10.3 | D = 2.7 | E = 6.5 | F = -2.1 | G = 7.0 | H = 20.4 | I = -1.4 | J = 5.2 | K = 5.3
CSCCC(NS(=O)(=O)c1ccc(C)c(C(=O)O)c1)C(=O)O (stereo unspecified)
  A = 17.6 | B = -12.3 | C = -4.3 | D = 23.0 | E = -6.2 | F = 6.1 | G = -3.0 | H = -12.8 | I = 3.1 | J = -8.9 | K = -25.6
Cc1ccc(S(=O)(=O)N2CCOCC2)cc1NC(=O)c1cc2c(s1)CCC2
  A = 1.1 | B = 11.7 | C = -9.7 | D = 16.3 | E = -2.2 | F = -5.3 | G = 15.4 | H = -17.9 | I = -3.5 | J = 2.8 | K = 8.8
Cc1cccc(N(C(=O)CNC(=O)c2ccco2)C(C(=O)NC2CCCCC2)c2cccnc2)c1 (stereo unspecified)
  A = 7.5 | B = 11.7 | C = -1.1 | D = 11.1 | E = 2.3 | F = 22.5 | G = 12.0 | H = 0.2 | I = -10.8 | J = 2.1 | K = 16.6
O=C1CCC(C(=O)N(Cc2cccs2)C2(C(=O)NC3CCCCC3)CCCCC2)N1 (stereo unspecified)
  A = 1.0 | B = 6.4 | C = -1.1 | D = 5.2 | E = -7.6 | F = -7.1 | G = 4.2 | H = 7.9 | I = -2.5 | J = 8.5 | K = -55.2
COc1ccc(CN2C(=O)CS/C2=N/N=C/c2cccs2)cc1
  A = -9.0 | B = -2.4 | C = -20.7 | D = -9.6 | E = -11.0 | F = -7.1 | G = -4.4 | H = 11.3 | I = 1.4 | J = -24.8 | K = 6.8
CC(C)CC1C(=O)N(Cc2cn(CCC3OCCO3)nn2)CCS(=O)(=O)N1Cc1ccc(-c2cccc(N(C)C)c2)cc1 (stereo unspecified)
  A = 2.3 | B = -2.5 | C = -6.9 | D = 1.3 | E = 1.2 | F = -2.8 | G = 21.9 | H = 1.2 | I = -0.2 | J = 8.1 | K = 14.3
CCC1(c2ccc(F)cc2)NC(=O)N(CC(=O)N2CCc3ccccc3C2)C1=O (stereo unspecified)
  A = 4.3 | B = -1.2 | C = -4.6 | D = 1.6 | E = 1.8 | F = -6.8 | G = 17.4 | H = 3.0 | I = 5.3 | J = -4.9 | K = -24.8

# Assay outcomes deposited in PubChem BioAssay by several laboratories.
